# rTrxR1 inhibitor: blocks rat thioredoxin reductase 1. Potency, µM (doses to about 114 µM), for inactives: at the top dose activity change, negative = inhibition, hits mostly inhibitors. actives 1% (n = 390,000). recombinant rTrxR1, NADPH fluorescence consumption, selenite substrate. O89049. AID 588453; also: % is scaled to controls: 0 for no effect and ±100 for the full control effect; nearly all actives have a fitted effect of over 65% in size
#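 Rat TrxR1 (90 nM in the dispensed reagent) was pre-reduced with 400 uM NADPH for 5 min at room temperature, then incubated with compound for 15 min. After 400 uM selenite was added, NADPH fluorescence (Ex 340/Em 450 nm) was followed for 8 min.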
# GLS inhibitor: inhibitors of human glutaminase (GLS); AID 624170; O94925; Potency, µM (highest dose often 45.5 µM), without a hit: top-dose activity change, negative = inhibition, most hits filed as inhibitors; actives 0.21% (n = 410,000); GLS enzymatic activity, qHTS titration; also: % is scaled to controls: 0 for no effect and ±100 for the full control effect
#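 hKGA in 45 mM KH2PO4 (pH 8.2), 0.02% Tween-20 with compound, then 1mM L-Glutamine (stock as added) plus glutamate oxidase/HRP/Amplex red coupling mix. Fluorescence read initially and after 30 min at RT; signal change reflects glutamate formation.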
# RGS4 inhibitor: human RGS4 inhibition; Transcreener GDP fluorescence polarization, RGS4-accelerated GTP hydrolysis; Potency, µM (highest dose often 114 µM), for the others: at the highest dose activity change, negative = inhibition, usual class: inhibitors; actives 0.039% (n = 390,000); P49798; AID 504845; also: % is scaled to controls: 0 for no effect and ±100 for the full control effect; nearly all actives have a fitted effect of over 75% in size; some results filed as inactive show a strong effect at the top dose
# Target sequence (P49798 whole entry, looked up): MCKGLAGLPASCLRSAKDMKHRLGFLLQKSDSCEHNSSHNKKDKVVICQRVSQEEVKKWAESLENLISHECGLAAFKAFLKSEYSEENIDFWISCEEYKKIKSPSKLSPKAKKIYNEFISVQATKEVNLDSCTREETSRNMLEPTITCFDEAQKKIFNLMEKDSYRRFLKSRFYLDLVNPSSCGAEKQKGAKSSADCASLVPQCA
#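 MLSMR compounds (23 nl, pin-transferred) preincubated 10 min at room temperature with a 500nM (2x) first reagent, then RGS4 at 900nM (2x) plus Transcreener GDP mix added; fluorescence polarization (620/688 nm) read before and after 90 min at 30 °C.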
# ERG Ets-DNA blk: inhibitors of human ERG Ets domain-DNA interaction; AID 624246; actives 0.028% (n = 370,000); fluorescence polarization, His-ERG Ets domain / labelled DNA; Potency, µM (highest dose often 76.9 µM), without a hit: at the highest dose FP activity, negative = inhibition, usual class: inhibitors; active = well fitted inhibition curve with a large enough effect in the polarisation, with a control signal flat; inconclusive = small, poorly fitted or top-dose-only effect, or effect the other way, or a change in a side signal; inactive = no such curve, though single readings can be large or run the other way; the % refers to the polarisation;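 also: polarization taken with two DNA probes labelled with fluorescein and Texas red; % of control where 0% means no effect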
# Target sequence (P11308 whole entry, looked up, the tested form may be a part): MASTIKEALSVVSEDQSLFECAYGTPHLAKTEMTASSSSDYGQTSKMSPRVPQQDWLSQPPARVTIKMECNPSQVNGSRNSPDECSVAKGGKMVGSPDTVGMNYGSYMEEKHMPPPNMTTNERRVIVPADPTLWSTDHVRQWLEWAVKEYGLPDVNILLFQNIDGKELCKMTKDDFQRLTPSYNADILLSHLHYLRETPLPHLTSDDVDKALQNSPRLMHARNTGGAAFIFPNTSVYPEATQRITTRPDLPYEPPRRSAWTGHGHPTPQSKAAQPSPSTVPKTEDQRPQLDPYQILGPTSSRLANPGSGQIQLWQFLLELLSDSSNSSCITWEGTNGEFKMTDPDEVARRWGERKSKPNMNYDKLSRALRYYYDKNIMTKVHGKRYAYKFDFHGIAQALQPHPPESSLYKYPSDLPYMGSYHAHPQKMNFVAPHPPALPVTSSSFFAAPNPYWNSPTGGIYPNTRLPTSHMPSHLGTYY
#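 His-tagged ERG Ets domain (1 uM in the protein solution; 300mM KCl, 50mM Tris-HCl, 1mM EDTA, 1mM DTT, pH 7.5) received compound, then a probe mix of 5 nM fluorescein-DNA and 100nM Texas-615-DNA. Fluorescence polarization was read for both dyes.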
# 12-LOX inh: ALOX12 (human) lipoxygenase inhibition; P18054; purified 12hLO, xylenol orange hydroperoxide absorbance; Potency, µM (highest dose often 108 µM), without a hit: at the top dose activity change, negative = inhibition, hits mostly inhibitors; actives 1.1% (n = 580,000); AID 1671190; also: % is scaled to controls: 0 for no effect and ±100 for the full control effect
#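 Purified human 12hLO (150 nM final) in 25 mM Hepes, 0.01% Triton X-100, pH 7.0 was preincubated 15 min at room temperature with compound. Then 40 uM arachidonic acid was added, 30 min. Hydroperoxide was read by Fe-XO absorbance ratio 573/405 nm.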
# Pin1 inhibitor: human Pin1 inhibition; Pin1 FP peptide displacement, HiFluor488, 10 min; actives 0.009% (n = 390,000); Potency, µM (doses to about 115 µM), inactives show top-dose activity, negative = inhibition, most hits filed as inhibitors; active = well fitted inhibition curve with a large enough effect in the polarisation, with a control signal flat, not every such curve was filed as active; inconclusive = small, poorly fitted or top-dose-only effect, or effect the other way, or a change in a side signal; inactive = no such curve, though single readings can be large or run the other way; the % refers to the polarisation; also: % is scaled to controls: 0 for no effect and ±100 for the full control effect
# Target sequence (Q13526 whole entry, looked up): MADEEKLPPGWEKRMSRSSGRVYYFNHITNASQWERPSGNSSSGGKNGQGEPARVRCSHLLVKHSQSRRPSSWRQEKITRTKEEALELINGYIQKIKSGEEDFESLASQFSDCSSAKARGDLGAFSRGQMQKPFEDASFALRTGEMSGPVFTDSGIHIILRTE
# JMJD2A Tudor inh: inhibitors of human JMJD2A Tudor domain | O75164 | AID 504339 | AlphaScreen JMJD2A-Tudor / H3K4me3 peptide binding | actives 4.4% (n = 390,000) | Potency, µM (highest dose often 114 µM), inactives show at the highest dose activity change, negative = inhibition, usual class: inhibitors; also: % is scaled to controls: 0 for no effect and ±100 for the full control effect; nearly all actives have a fitted effect of over 50% in size
# Tb PGK inh: inhibitors of T. brucei phosphoglycerate kinase | PGK/GAPDH coupled, Kinase-Glo luminescence, 60 min | P07378 | actives 0.043% (n = 380,000) | Potency, µM (top dose mostly 57.5 µM), without a hit: at the top dose activity change, negative = inhibition, hits mostly inhibitors | AID 602233; also: % is scaled to controls: 0 for no effect and ±100 for the full control effect; nearly all actives have a fitted effect of over 60% in size
#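 Recombinant glycosomal PGK reaction used 1,3-bisphosphoglycerate generated in-well by GAPDH (100nM final) in 100mM TEA pH 7.6, 5mM MgCl2, 0.01% Tween-20. After 60 minutes at room temperature, ATP was read by Kinase-Glo Plus luminescence end-point.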
# HP1b chromo inh: HP1-beta chromodomain-methylated histone interaction inhibition; P83916; Potency, µM (doses to about 114 µM), without a hit: top-dose activity change, negative = inhibition, most hits filed as inhibitors; actives 0.56% (n = 390,000); AlphaScreen HP1-beta / biotin-H3K9me3 peptide binding; also: nearly all actives have a fitted effect of over 70% in size; inactives centre near 23
# Target sequence (P83916 whole entry, looked up): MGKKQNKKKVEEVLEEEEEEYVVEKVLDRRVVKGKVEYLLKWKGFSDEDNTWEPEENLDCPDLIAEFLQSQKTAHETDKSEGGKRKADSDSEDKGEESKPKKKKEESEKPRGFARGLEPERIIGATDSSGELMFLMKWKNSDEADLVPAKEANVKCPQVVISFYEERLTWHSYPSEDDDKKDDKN
#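 AlphaScreen: HP1-beta (50 nM) preformed 30 min with biotin-H3(1-18)K9me3 peptide (50 nM) in PBS pH 7.4, 0.01% Tween-20. Compound added for 30 min at RT, then streptavidin donor/nickel chelate acceptor beads (10 ug/mL) for 30 min.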
# Starred values were filed as active, the others as inactive; i = inactive; ? = inconclusive; nt = not tested or not shown; [ ] = dose if it differs, or a comment. Unless noted, calls follow the shape of the dose curve; as a rule, active = well fitted curve in the direction sought with a large enough effect; inconclusive = small, poorly fitted or top-dose-only effect, or another doubt; inactive = no such curve, though single readings can be large; an effect the other way counts as inactive or inconclusive. Potency is read from the fitted curve at half-maximal effect. Some of the compounds tested, so the mix of outcomes need not match the whole.
SMILES,rTrxR1 inhibitor,GLS inhibitor,RGS4 inhibitor,ERG Ets-DNA blk,12-LOX inh,Pin1 inhibitor,JMJD2A Tudor inh,Tb PGK inh,HP1b chromo inh
COc1ccc(Cl)cc1NC(=O)Cc1ccc(NC(=O)N2CCCCc3ccccc32)cc1,18%[57.1 µM],2%,9%,-1%,-26%,-2%,-12%,9%,23%
Cc1ccc(C)c(NC(=O)COC(=O)c2cccc3c2C(=O)c2ccccc2C3=O)c1,-12%,0%,-20%,-1%,-18%,3%,-20%,-1%,15%
CC(=O)Nc1cc2nc(C)n(Cc3ccc([N+](=O)[O-])cc3)c2nc1C,16%[2.29 µM],-2%,-21%,-5%,0%,3%,-30%,-6%,10%
CCOC(=O)c1c(N)sc(C(O)(C(F)(F)F)C(F)(F)F)c1-c1ccccc1,-2%,86%[activator],-32%[56.9 µM],4%,0%,-5%,?,-5%,?
Cc1ccc(OCC(=O)Nc2cccc(-c3nc4ccccc4s3)c2)cc1,27%,-3%,-14%,0%,-17%,11%,-12%,-2%,-14%
O=C(CCNS(=O)(=O)c1cccs1)NC1CCN(Cc2ccccc2)CC1,21%,-20%,1%,5%,9%,2%,-10%,-15%,36%
CN(c1ccccc1)S(=O)(=O)c1cccc(NC(=O)c2ccc(=O)[nH]c2)c1,4%,1%,2%,1%,-1%,-2%,-15%,8%,14%
O=CNc1ccc2c(c1)Cc1cccc(NC=O)c1-2,9%[57.1 µM],-5%,-6%,76%[activator],-8%,10%,-25%,8%,12%
COc1ccc(NC(=O)CN(C)C(=O)CCNC(=O)c2ccccc2OC)cc1,15%,-4%,22%,15%,-5%,-2%,-12%,-4%,24%
CCC(C)(C)n1nnnc1C(c1cc(OC)ccc1OC)N1CCC(C(N)=O)CC1 (centres undefined),5%,7%,26%,-3%,-19%,-10%,-5%,-3%,7%

# Some of the entries above, reformatted:
# Sequence of screens: rTrxR1 inhibitor | GLS inhibitor | RGS4 inhibitor | ERG Ets-DNA blk | 12-LOX inh | Pin1 inhibitor | JMJD2A Tudor inh | Tb PGK inh | HP1b chromo inh
CCOC(=O)c1c(N)sc(C(O)(C(F)(F)F)C(F)(F)F)c1-c1ccccc1
  -2% | 86%[activator] | -32%[56.9 µM] | 4% | 0% | -5% | ? | -5% | ?
O=CNc1ccc2c(c1)Cc1cccc(NC=O)c1-2
  9%[57.1 µM] | -5% | -6% | 76%[activator] | -8% | 10% | -25% | 8% | 12%
CN(c1ccccc1)S(=O)(=O)c1cccc(NC(=O)c2ccc(=O)[nH]c2)c1
  4% | 1% | 2% | 1% | -1% | -2% | -15% | 8% | 14%

# Other entries follow:
SMILES,rTrxR1 inhibitor,GLS inhibitor,RGS4 inhibitor,ERG Ets-DNA blk,12-LOX inh,Pin1 inhibitor,JMJD2A Tudor inh,Tb PGK inh,HP1b chromo inh
CCOC(=O)N1CCC(NC(=O)c2cnn3c2NC(c2ccco2)CC3C(F)(F)F)CC1 (centres undefined),?,11%,14%,65%[activator],-10%,?,-29%,-4%,7%
CCCCNC(=O)[C@H](Cc1c[nH]c2ccccc12)NC(=O)c1ccccc1Cl,-5%,13%,0%,-9%,-4%,-8%,-22%,-2%,-3%
Cc1ccc(CNC(=O)Cn2ccc3cc(S(=O)(=O)N4CCCC4)ccc32)o1,?,0%,-13%[56.9 µM],15%,1%,6%,-26%,4%,23%
COC(=O)c1c(CCl)noc1C(=O)NC(C)C,-29%,1%,6%,-5%,-6%,1%,-20%,0%,15%
Cc1ccc(NS(=O)(=O)c2cccc(C(=O)NCCc3c[nH]c4ccccc34)c2)c(C)c1,5%,14%,4%,4%,-23%,19%,?,2%,5%
O=C(Cn1cnc2c(nnn2-c2cccc(F)c2)c1=O)Nc1ccc2c(c1)OCCO2,-1%,-4%,17%,-5%,235%[activator],23%,-16%,-4%,23%
Cc1occc1-c1nc(-c2ccncc2)no1,3%,-13%,-6%,-2%,6%,5%,-22%,-6%,14%
CCCC(c1nnnn1CC1CCCO1)N1CCN(c2ccccc2)CC1 (centres undefined),9%,0%,11%,14%,5%,-5%,-1%,-2%,42%[activator]
Cc1csc(=Nc2ccccc2)n1CCO,-7%,17%,13%,-12%,-19%,7%,-20%,i,-15%
Cc1ccc(-n2ncc(C(=O)NCc3ccccn3)c2C2CCN(C(=O)OC(C)(C)C)CC2)c(C)c1,9%,1%,9%,-3%,-20%,-12%,-18%,i,38%
CCCCOc1ccc(C(C)NC(=O)CCS(=O)(=O)Cc2ccccc2Cl)cc1 (centres undefined),-1%,0%,5%,-14%,17%,-3%,1%,i,32%
CN(C)c1cc[n+](CC(=O)c2ccc(OC(F)F)cc2)cc1,13%,-6%,-23%,7%,19%,11%,8%,i,31%
CCc1ccc(/C=C/c2c[nH]c3ccccc23)[n+](CC)c1,-19%,8%,-9%,-1%,?,?,?,-7%,22%
O=C(NNC1CC(=O)N(c2ccc(Br)cc2)C1=O)c1ccccn1 (centres undefined),-4%,0%,4%,3%,4%,-1%,-3%,-5%,33%
CC(C)Oc1ccc(/C=N/NC(=O)c2nnn(-c3nonc3N)c2CN(C)c2ccccc2)cc1,17%,2%,6%,-4%,9%,8%,?,-1%,10%
Cc1nc(C(=O)O)nn1-c1ccc([N+](=O)[O-])cc1,5%[57.1 µM],-11%,-7%,-11%,-9%,1%,5%,1%,19%
Cc1ccccc1Cn1cc(NC(=O)c2cc(C3CC3)on2)cn1,19%,-2%,9%,2%,0%,-2%,-16%,-12%,6%[57 µM]
CCC(OC(=O)C1=Cc2ccccc2OC1)C(=O)NCc1ccco1 (centres undefined),-14%,4%,25%,1%,0%,2%,-9%,2%,22%
O=C(O)c1ccc(CSc2nnc(COc3ccccc3)o2)cc1,10%[57.1 µM],0%,-43%,6%,6%,1%,-12%,i,3%
Cc1cc(C)c(C)c(S(=O)(=O)N(C)CCc2ccccn2)c1C,-9%,16%,-10%,nt,206%[activator],-10%,-5%,9%,35%
COCCCNC(=S)Nc1cc(C)c(C)cc1C,-7%,8%,17%,2%,27%,-7%,-18%,-9%,8%
COc1ccc(NC(=O)NC2CCCCC2C)cc1 (centres undefined),30%,13%,-15%,0%,0%,2%,-3%,nt,56%[activator]
O=C(NC(=S)Nc1ccc(NC(=O)c2ccco2)cc1)c1ccccc1,12%,14%,-12%,9%,-18%,7%,35µM*,i,-9%
O=C(NC1CC1)C(Cl)c1ccccc1 (centres undefined),-10%,5%,6%,4%,30%,4%,-9%,1%,4%
CCN1CCN(CC(=O)N/N=C/c2cc(Br)cs2)CC1,41%[2.29 µM],14%,6%,-9%,-6%,2%,4µM*,-4%,?
CCn1c(-c2cccn(Cc3ccccc3)c2=O)n[nH]c1=S,-9%[57.1 µM],7%,-2%,-4%,9%,?,?,2%,18%
CC1CC(C)CN(C(=O)COC(=O)C2CCN(S(=O)(=O)c3ccc4c(c3)OCCO4)CC2)C1 (centres undefined),0%,2%,26%,8%,-15%,5%,-8%,0%,17%
CCc1ccc(NC(=O)N(Cc2c[nH]c3ccccc23)C2CCCCC2)cc1,5%,2%,15%,0%,-7%,7%,-5%,-10%,36%
COCC(COS(N)(=O)=O)C(C)C (centres undefined),13%[57.1 µM],-8%,1%,0%,6%,-2%,-6%,-9%,44%[activator]
CC1CCC2(CC1)NC(=O)N(CC(=O)NC1(C#N)CCCCC1)C2=O (centres undefined),0%[57.1 µM],0%,11%,5%,10%,-5%,-10%,-6%,-14%
Nc1nnc2cc(Cl)ccc2n1,-7%[2.29 µM],-1%,7%,19%,2%,5%,-11%,2%,22%[57 µM]
CCCSc1ccc(-c2nn(-c3ccccc3)cc2/C=C(/C#N)C(=O)NCCCOC)cc1,-17%,-7%,-15%,nt,2%,-2%,-10%,-4%,27%
CCOc1ccc(NN=C(C(=O)OC)C(=O)OC)c([N+](=O)[O-])c1,16%[11.4 µM],1%,-4%,7%,151%[activator],4%,-19%,2%,26%
CCc1ccc2oc(C(=O)N3CCN(c4ccc(OC)cc4)CC3)cc(=O)c2c1,-10%[57.1 µM],6%,5%,0%,57%[activator],4%,-15%,6%,-4%
O=C(c1ccccn1)c1ncc(C(F)(F)F)cc1Cl,4%,-1%,-12%,10%,0%,3%,-16%,5%,-5%
Cn1c(C(=O)Nc2ccc3c(c2)OCO3)cc2c(=O)n(C)c3ccccc3c21,7%[57.1 µM],-1%,?,-2%,-2%,3%,?,-9%,16%
O=C(/C=C/c1ccccc1)NC1CCSC1=O (centres undefined),-6%,-7%,-16%,-2%,2%,-2%,7%,i,44%[activator]
COc1ccc(C2c3sc(=O)[nH]c3SC3C4CCC(C4)C23)cc1 (centres undefined),-22%,1%,-21%,-11%,26%,0%,-30%,-2%,-7%
COc1ccc(/C(O)=C/C(=O)C(=O)Nc2c(C)n(C)n(-c3ccccc3)c2=O)cc1,-14%,9%,-29%,-2%,-24%,-7%,22µM*,-4%,9%
COc1ccc(S(=O)(=O)Nc2ccc(F)cc2)cc1N(C)S(=O)(=O)c1ccc(Cl)cc1,15%,13%,-22%,nt,5%[57.4 µM],59%[activator],-22%,0%,43%[activator]
Cc1cccc(OCC(O)Cn2c(NCCCOC(C)C)nc3c2c(=O)[nH]c(=O)n3C)c1 (centres undefined),12%[57.1 µM],4%,-41%,2%,146%[activator],1%,3%,i,11%
COc1ccc(OCCN2CCN(C(=O)c3ccc(OC)cc3)CC2)cc1,20%,4%,-2%,10%,-9%,-3%,-20%,5%,-22%
